Screens deposited in PubChem BioAssay by Sanford-Burnham Center for Chemical Genomics.
mIAP inh: blocks mouse intestinal alkaline phosphatase; inhibition, % at 10 µM; AID 2806; purified mouse IAP, CDP-Star luminescence, 30 min; 330,000 compounds, 0.2% hits;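 active means inhibition of at least 40% at 10 µM in the primary screen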;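 further: plate controls were DMSO with enzyme for no effect and no enzyme wells for full effect; values of inactives mirror those of a sister screen read the other way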
hIAP act: human IAP activation; activation factor at 10 µM; purified human IAP, CDP-Star luminescence, 30 min; hits give high values; 1 = vehicle-only enzyme, 0 = enzyme-free background; P09923; 330,000 compounds, 0.16% hits;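 active means activation factor of the enzyme at least 2-fold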; further: the source names both 10 and 20 µM as test concentration; values of inactives mirror those of a sister screen read the other way
Target sequence (P09923 whole entry, looked up): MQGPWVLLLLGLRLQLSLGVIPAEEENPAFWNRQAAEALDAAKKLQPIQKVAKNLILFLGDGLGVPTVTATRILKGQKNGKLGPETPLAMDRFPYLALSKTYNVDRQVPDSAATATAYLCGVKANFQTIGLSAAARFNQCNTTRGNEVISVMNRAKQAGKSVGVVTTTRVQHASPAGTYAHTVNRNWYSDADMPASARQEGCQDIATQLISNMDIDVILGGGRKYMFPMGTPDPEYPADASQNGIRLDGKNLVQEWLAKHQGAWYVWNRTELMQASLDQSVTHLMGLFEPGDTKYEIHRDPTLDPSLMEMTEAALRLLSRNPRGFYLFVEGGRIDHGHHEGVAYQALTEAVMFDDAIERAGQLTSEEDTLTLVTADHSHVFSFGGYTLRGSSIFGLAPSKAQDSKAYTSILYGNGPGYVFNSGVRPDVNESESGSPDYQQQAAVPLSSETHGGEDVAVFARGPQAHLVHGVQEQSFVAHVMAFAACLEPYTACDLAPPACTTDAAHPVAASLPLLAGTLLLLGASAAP
A3A deaminase: blocks human APOBEC3A ssDNA deamination; P31941; recombinant A3A, FAM/TAMRA ssDNA deamination fluorescence; inhibition, % at 20 µM; 330,000 compounds, 0.41% hits; AID 493011;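 active means at least 40% inhibition at 20 µM here, with at most 30% in a related deaminase screen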;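 further: plate controls were A3A with DMSO for no effect and wells lacking A3A enzyme for full effect; some results filed as inactive read as strong as hits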
Target sequence (P31941 whole entry, looked up): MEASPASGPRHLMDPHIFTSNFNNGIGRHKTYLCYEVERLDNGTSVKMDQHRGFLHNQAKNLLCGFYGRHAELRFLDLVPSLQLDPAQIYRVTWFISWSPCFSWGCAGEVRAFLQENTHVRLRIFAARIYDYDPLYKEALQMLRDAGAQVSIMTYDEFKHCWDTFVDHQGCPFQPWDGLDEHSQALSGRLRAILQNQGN
NR3A LBD binder: NR3A (human) ligand-binding domain modulation. NR3A LBD differential scanning fluorimetry, Tm shift; 0% = protein alone, 100% = glycine-bound protein. Tm shift relative to glycine control, % at 25 µM. 340,000 compounds, 2.5% hits. AID 1259313;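 active means melting temperature shift of at least 10% of the positive control shift, at one fixed dose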
mIAP activ: increases mouse intestinal alkaline phosphatase activity | 330,000 compounds, 0.24% hits | activation factor at 10 µM | muIAP, CDP-Star luminescence, 30 min; hits give high values; 1 = vehicle-only enzyme signal, 0 = enzyme-free wells | AID 2805;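 active means activation factor of at least 2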; further: the source names both 10 and 20 µM as test concentration; values of inactives mirror those of a sister screen read the other way
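System: Mouse IAP enzyme | Also added: CDP-Star substrate | Dosing: Compounds dispensed in DMSO | Schedule: 30 min enzyme-substrate-compound incubation at room temperature | Technique: Chemiluminescence readout | Control set: DMSO-only wells and no-enzyme negative control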
MIN6 prolif: MIN6 beta-cell proliferation induction | MIN6 cells proliferation, ATPlite luminescence, 48 h; cells starved in 0.2% serum; 100% = growth in 10% serum | proliferation, % at 10 µM | 330,000 compounds, 0.29% hits | AID 2380;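 active means compounds whose signal lies at least 3.5 SD above the mean of all wells on their plate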;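 further: 0% = DMSO-treated cells in low-serum medium and 100% = 10% serum control; some compounds called inactive have numbers as strong as hits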
MPTP block: inhibitors of mitochondrial permeability transition pore; isolated mouse mitochondria, Ca2+ swelling absorbance, 30 min; inhibition, % at 10 µM; 360,000 compounds, 1.4% hits; AID 602449;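 active means inhibition of 50% or more, scaled per plate between neutral and stimulator controls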;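 further: 0% = DMSO wells given calcium and 100% = 1 mM EGTA wells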
APOBEC3G inh: inhibitors of human APOBEC3G DNA deaminase; recombinant A3G, ssDNA deamination FAM/TAMRA fluorescence; inhibition, % at 20 µM; 330,000 compounds, 0.28% hits; AID 493012;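 active means inhibition of at least 40% at 20 µM, with no more than 30% in the related APOBEC3A deaminase screen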;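 further: plate controls were DMSO wells with A3G for no effect and wells lacking A3G enzyme for full effect; some compounds called inactive have numbers as strong as hits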
Target sequence (Q9HC16 whole entry, looked up): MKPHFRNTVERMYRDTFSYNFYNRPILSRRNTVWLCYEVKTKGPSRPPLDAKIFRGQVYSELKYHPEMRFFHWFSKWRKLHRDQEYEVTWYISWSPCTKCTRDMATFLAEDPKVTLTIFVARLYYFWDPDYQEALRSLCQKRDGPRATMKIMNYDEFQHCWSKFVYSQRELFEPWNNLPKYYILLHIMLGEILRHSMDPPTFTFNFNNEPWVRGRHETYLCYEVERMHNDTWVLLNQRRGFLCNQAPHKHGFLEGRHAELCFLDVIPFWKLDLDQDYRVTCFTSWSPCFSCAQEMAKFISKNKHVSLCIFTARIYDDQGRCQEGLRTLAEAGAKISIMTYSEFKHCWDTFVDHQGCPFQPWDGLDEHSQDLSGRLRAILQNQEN
hIAP block: blocks human intestinal alkaline phosphatase | purified IAP, CDP-Star luminescence, 30 min | P09923 | AID 2544 | 330,000 compounds, 0.12% hits | inhibition, % at 10 µM;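 active means inhibition reaching a set limit with compound at 10 µM in the primary screen, cut at about 35% in these data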;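 further: plate controls were DMSO wells with enzyme for no effect and no-enzyme buffer wells for full effect; values of inactives mirror those of a sister screen read the other way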
Active calls of the source: *; . = not tested or not shown.

#	compound	MPTP block	NR3A LBD binder	hIAP act	A3A deaminase	mIAP inh	mIAP activ	hIAP block	MIN6 prolif	APOBEC3G inh
1	Cc1ccc(Nc2nc(=O)c3cc([N+](=O)[O-])ccc3s2)cc1	1.5	13*	1.1	9	16	0.84	-14	-3	11
2	COc1ccc(CN=C2NC(=O)CC(C(=O)Nc3ccc(Cl)cc3)S2)cc1 (stereo not given)	-2.4	-2	1.1	4	5	0.95	-6	-2	-1
3	COc1ccc(S(=O)(=O)NCC2CCC(C(=O)NCCCN3CCCC3=O)CC2)cc1 (stereo not given)	-0.5	2	1.1	0	3	0.97	-12	-4	-1
4	Nc1ccn(CC(=O)NCc2ccc3[nH]ccc3c2)c(=O)n1	0.1	1	1	1	-2	1	-2	8	-4
5	COc1ccc(NC(=O)c2cccs2)cc1C(=O)N1CCN(c2ccccc2)CC1	-0.3	2	0.95	-6	-3	1	5	-2	-5
6	CCCN1CNC(=S)N(c2ccccc2C)C1	2.5	-1	1.1	1	-18	1.2	-6	1	-1
7	O=C(CN1CCC(n2nnc3cc(F)ccc32)CC1)Nc1ccccc1N1CCOCC1	0.3	-12	0.97	-5	-3	1	3	-2	-7
8	CCOC(=O)CCCNC(=O)COC(=O)c1cc(Br)c(Br)s1	5.8	0	0.97	1	12	0.88	3	-3	-6
9	COc1ccc(CN2CC(C(=O)NCCCN3CCN(Cc4ccccc4)CC3)CC2=O)cc1 (stereo not given)	0.6	1	0.94	-2	8	0.92	6	-1	1
10	Cc1c(CC(=O)NCC(=O)O)c(=O)oc2cc3occ(-c4ccccc4)c3cc12	2.5	-2	1.1	0	-4	1	-8	-2	-4
11	N#Cc1ccc(S(=O)(=O)NC2CCN(Cc3ccccc3)CC2)cc1	2.4	-2	1.2	-1	7	0.93	-18	-3	-8
12	O=c1sc2ccccc2n1COc1ccc(Cl)cc1	1.2	-3	0.75	-1	2	0.97	25	0	0
13	Cc1nnc(SC(C)C(=O)Nc2ccc(Cl)cc2Cl)[nH]c1=O (stereo not given)	-0.5	0	1	-4	5	0.95	-2	2	-6
14	O=c1c2ccccc2nc(-c2ccccc2)n1CCN1CCOCC1	0.2	1	0.94	1	-4	1	6	-2	5
15	CC(Sc1nc(C(C)(C)C)cc(-c2ccccc2)c1C#N)C(=O)Nc1ccccc1 (stereo not given)	12	2	0.91	-1	17	0.83	9	-5	16
16	CCN(CC)C1CCN(C(=O)c2cc(COc3ccc(-n4cncn4)cc3)on2)C1 (stereo not given)	-0.5	0	1.1	-5	-2	1	-7	-4	-9
17	NNc1nc(N)c2c(n1)-c1ccccc1CC21CCCC1	0.1	-1	1.1	-1	6	0.94	-6	-1	-10
18	O=C1Nc2ccccc2C12OCC1(CO2)COC2(OC1)C(=O)Nc1ccccc12 (stereo not given)	-1.4	1	1	0	-6	1.1	-2	0	-2
19	COC(=O)c1ccc(C(NC(=O)OCc2ccccc2)/C(F)=C/[C@@H](C)C(=O)O)cc1 (stereo not given in full)	-0.1	3	1.1	-4	7	0.93	-10	-5	-13
20	CC(C)Cn1c(-c2nn(C)cc2Cl)n[nH]c1=S	-4.8	0	0.95	-9	2	0.98	5	-2	26
21	CC(NC(=O)c1ccc2c(c1)OCO2)c1ccccc1 (stereo not given)	0.0	-3	0.89	-3	7	0.93	11	0	-5
22	COc1ccc(Br)c(C(=O)OCC(=O)NC2CCCCCC2)c1	-0.3	-2	0.88	-5	10	0.9	12	5	-7
23	Clc1ccc(C2[C@H]3CN(CC4CCCCC4)[C@H](c4ccccc4)C34CC2(c2cccnc2)C4)cn1 (stereo not given in full)	0.0	2	1	-2	-9	1.1	-5	-9	-11
24	CCOC(=O)C1(Cc2ccccc2)CCCN(CCO)C1 (stereo not given)	-2.3	-3	1.1	-2	1	0.99	-5	-1	-8
25	Cc1ccc(Nc2nnc(-c3ccc4c(c3)OCO4)o2)c(C)c1	-1.1	-16	1.1	-1	5	0.95	-7	-2	3
26	O=C(NCCC1=CCCCC1)c1cnccn1	0.3	-3	1	-7	4	0.95	-2	0	-7
27	CSCCOC(=O)COc1ccc(/C=N/NC(=O)c2nn(C)cc2Cl)cc1	-0.3	0	1	-2	2	0.97	-4	-6	-7
28	Cc1ccsc1C(=O)NNC(=S)NCC(C)C	-0.5	-1	0.98	2	0	1	2	0	0
29	CCC(Sc1ncccc1C(=O)Oc1cccc([N+](=O)[O-])c1)C(=O)Nc1ccccc1OC (stereo not given)	0.8	-9	0.83	8	13	0.87	17	-1	2
30	COc1ccc2cc(Br)ccc2c1CC(=O)N(C)C	-1.1	-2	1	0	7	0.93	-3	-2	-9
31	Cc1ccc(C(=O)Nc2cccc([N+](=O)[O-])c2)cc1S(=O)(=O)Nc1cccc(C(=O)O)c1	-1.0	8	0.96	4	4	0.96	4	-1	4
32	CCOC(=O)c1c(NC(=O)c2cccs2)sc(C(=O)N(C)C)c1C	-1.8	1	0.96	0	28	0.72	4	1	-10
33	C/C(=N\NC(=O)c1cccc([N+](=O)[O-])c1)c1ccco1	0.1	1	1.1	1	11	0.89	-6	-2	0
34	COc1ccc(NC(=S)NC2CCCC2)c(OC)c1	-0.6	0	0.91	-4	-3	1	10	-2	-6
35	CC(=O)/C(=N\Nc1cccc(Cl)c1)Sc1cccc2cccnc12	2.3	1	0.86	-1	8	0.92	14	-2	-4
36	CCOc1ccc(OCC)c(NC(=O)CCS(=O)(=O)c2ccc(C)cc2)c1	-0.8	7	1.1	-2	7	0.93	-10	-1	-4
37	Cc1sc2ncnc(N3CCC(C(=O)Nc4ccc(Cl)cc4Cl)CC3)c2c1C	3.6	-5	1.1	9	-13	1.1	-5	-7	5
38	COc1ccc([C@H]2CC(=O)C=C(c3ccc4c(c3)OCO4)C2)cc1	0.1	0	0.87	0	1	0.99	13	0	-10
39	C/C(=N\NC(=O)C(=O)Nc1ccc(C)c(Cl)c1)c1ccncc1	55*	2	0.87	-1	2	0.98	13	0	2
40	COc1ccc(NC(C)C(=O)Nc2cc(C(F)(F)F)ccc2N2CCOCC2)c(OC)c1 (stereo not given)	0.7	0	0.83	-2	14	0.86	17	-3	-8
41	COc1ccc(N(CC(=O)NC2CCCC2)C(=O)Cn2nnc(-c3ccc(OC)c(OC)c3)n2)c(OC)c1	0.7	1	0.98	3	2	0.97	2	-2	-5
42	COc1cccc(N2CC34C=CC(O3)C(C(=O)O)C4C2=O)c1 (stereo not given)	0.0	0	0.91	13	-7	1.1	9	0	5
43	CSc1ccccc1C(=O)NC(C)c1ccc(-n2ccnc2)cc1 (stereo not given)	-0.5	3	0.93	-2	-8	1.1	7	-3	16
44	N#Cc1ccc(Oc2nc(C(N)=O)cc(-c3ccccc3)n2)cc1	2.9	1	1.1	0	-1	1	-13	0	2
45	Cc1ccc(NC(=O)C(C)OC(=O)COc2cccc(C(F)(F)F)c2)cc1 (stereo not given)	-0.8	-15	1.2	-1	-3	1	-16	1	-3
46	Cc1cc(C)nc(SCCn2c(N3CCOCC3)nc3c2c(=O)[nH]c(=O)n3C)n1	0.6	1	1	1	-9	1.1	0	-1	-6
47	Cc1nnc(SCC(=O)N2CCCC(N3CCN(c4ccc(F)cc4)CC3)C2)o1 (stereo not given)	-0.5	2	1.1	-3	-1	1	-8	8	-5
48	Cc1ccc(-c2ccc(C(=O)O)o2)cc1Cl	0.4	-1	0.87	-1	-4	1	13	-3	-5
49	CCOc1ccc(OCCC(=O)OCC(=O)c2c(N)n(C)c(=O)n(C)c2=O)cc1	-1.1	3	0.83	5	6	0.94	16	0	-7
50	CCN(CCS(=O)(=O)c1ccc(Cl)cc1)C(=O)Nc1ccc(Cl)cc1	6.8	2	1.1	0	-6	1.1	-10	-1	-4
51	CC(=O)Nc1sc(C)c(C)c1C(=O)OCC(=O)N(C)C1CCS(=O)(=O)C1 (stereo not given)	1.6	5	1	-5	-7	1.1	-4	0	-7
52	Clc1ccc(-n2nnnc2-c2cnc3ccccc3c2-c2ccccc2)cc1	-1.7	-2	1	-4	-6	1.1	-2	-4	-2
53	Cc1ncc([N+](=O)[O-])n1CCOC(=O)NC(Nc1ccc(F)cc1)C(Cl)(Cl)Cl (stereo not given)	3.3	-2	1.1	-2	6	0.94	-5	3	-3
54	NC(N)=N/N=C/c1ccc(Cl)cc1Cl	2.0	-1	0.92	3	1	0.99	8	-4	4
55	CCc1nc2ccccc2nc1N1CCN(S(=O)(=O)c2ccc(Cl)cc2)CC1	0.6	2	1.1	-3	13	0.87	-6	-3	-6
56	Cc1ccc(Nc2nc(-c3ccccc3)cs2)nc1	0.8	4	0.68	-2	-7	1.1	32	-5	23
57	c1ccc(Oc2cc(-n3cncn3)ncn2)cc1	0.7	-5	0.96	3	-1	1	4	0	-5
58	O=C(N1CCOCC1)N(Cc1ccco1)CC1CCCO1 (stereo not given)	-1.3	1	1.2	-4	1	0.99	-19	1	-3
59	Cn1c(SCC(=O)NCc2ccc3c(c2)OCO3)ncc(C(=O)Nc2ccc(F)cc2)c1=O	-3.7	1	0.96	-5	13	0.87	4	3	-10
60	c1ccc(-c2cncnc2)cc1	-1.0	-2	0.99	0	-15	1.1	0	-4	-8

Remaining list, next part
#	compound	MPTP block	NR3A LBD binder	hIAP act	A3A deaminase	mIAP inh	mIAP activ	hIAP block	MIN6 prolif	APOBEC3G inh
61	O=C(Nc1cc(S(=O)(=O)N2CCOCC2)ccc1N1CCCCC1)c1cc(-c2ccccn2)nc2ccccc12	-0.8	0	0.92	4	11	0.89	8	-3	53*
62	COc1ccc(NC(=O)Cc2nnc(SCC(=O)c3ccccc3)n2C)cc1	0.2	-1	1.1	-7	-2	1	-10	1	2
63	O=C(COC(=O)c1ccccc1Cl)Nc1ccc2[nH]c(=O)[nH]c2c1	-1.6	-1	0.99	-3	9	0.91	0	5	-9
64	COc1ccc(CN(C(=O)c2snc(C(N)=O)c2N)C(C)C(=O)NCc2ccc(F)cc2)cc1 (stereo not given)	1.3	-3	0.92	-3	-3	1	8	-1	-8
65	CC(=O)c1cc2c(cc1NC(=O)CN1Cc3ccccc3C1=O)OCO2	-1.9	12*	0.89	1	3	0.97	11	-5	25
66	O=C(NC(=S)Nc1cccc(S(=O)(=O)NC2=NCCC2)c1)c1cc(-c2ccco2)nc2ccccc12	0.3	0	0.95	12	23	0.77	5	-4	16
67	O=C(O)c1c[nH]c(=S)n1-c1ccc(F)cc1	-2.9	-3	1.2	-2	-6	1.1	-16	0	1
68	NC(=O)C1=C[C@H](c2ccc(Br)cc2)C[C@H](OCc2ccc(CO)cc2)O1	0.1	-2	0.93	-6	-1	1	7	-2	-14
69	COC(=O)CCS(=O)(=O)c1ccc(Cl)c(Cl)c1	.	2	0.98	-1	0	0.99	2	-1	-6
70	CCC(NC(=O)CCc1nnc(-c2cc(C)on2)o1)C12CC3CC(CC(C3)C1)C2 (stereo not given)	1.4	1	0.96	-5	4	0.96	4	-1	-9
71	CC(C)CCOCC1CC2(CC(C)(c3csc(N)n3)OC2=O)C(=O)O1 (stereo not given)	-5.7	2	1.2	2	1	0.99	-23	-1	-4

Full records from above:
`CC(=O)c1cc2c(cc1NC(=O)CN1Cc3ccccc3C1=O)OCO2` is listed with MPTP block = -1.9; NR3A LBD binder = 12*; hIAP act = 0.89; A3A deaminase = 1; mIAP inh = 3; mIAP activ = 0.97; hIAP block = 11; MIN6 prolif = -5; APOBEC3G inh = 25
`O=C(COC(=O)c1ccccc1Cl)Nc1ccc2[nH]c(=O)[nH]c2c1` is listed with MPTP block = -1.6; NR3A LBD binder = -1; hIAP act = 0.99; A3A deaminase = -3; mIAP inh = 9; mIAP activ = 0.91; hIAP block = 0; MIN6 prolif = 5; APOBEC3G inh = -9
